# Screening data deposited in PubChem by several laboratories.
# TcdB inh: TcdB glycohydrolase inhibition. TcdB glycohydrolase enzymatic assay, plate reader. inhibition, % at 9.99 µM. 350,000 compounds, 0.24% hits. AID 652162; in the data active = inhibition above about 10%
# Yp Topo-I inh: Y. pestis Topo-I inhibition via cleavage products | Y. pestis Topo-I cleavage product accumulation, plate reader | activity, % at 10 µM | 360,000 compounds, 0.064% hits | AID 504884; in the data active = activity above about 50%, passing the limit was not always enough; note: inactives centre near 2
# CCHF vOTU inh: blocks the CCHF virus ovarian tumor domain protease. CCHFV vOTU protease, Pep-AMC fluorescence. inhibition, % at 11.5 µM. 370,000 compounds, 0.55% hits. AID 651958; in the data active = inhibition above about 30%; note: 0% = vehicle wells with enzyme and 100% = no enzyme wells
# PfHsp40 yeast: rescue of PfHsp40-mediated yeast toxicity | 340,000 compounds, 0.68% hits | AID 504582 | growth rescue, % at 12.5 µM | S. cerevisiae expressing PfHsp40, growth rescue, ATP luminescence; in the data active = growth rescue above about 28%, passing the limit was not always enough;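 note: yeast W303a lacking pdr1 and pdr3 grown in galactose medium; growth measured after three days at 30 °C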
# BoNT A protease: inhibitors of Botulinum neurotoxin A light chain protease; 360,000 compounds, 0.17% hits; inhibition, % at 10 µM; multiplex microsphere protease substrate cleavage, flow cytometry; AID 588499; note: plate controls were buffer without enzyme for full effect and enzyme alone for no effect
# DUSP3 inh: inhibitors of human VHR1 phosphatase (DUSP3). P51452. recombinant VHR phosphatase, pNPP absorbance. inhibition, % at 13.3 µM. 290,000 compounds, 0.52% hits; in the data active = inhibition above about 50%; note: some compounds called inactive have numbers as strong as hits
# Target sequence (P51452 whole entry, looked up): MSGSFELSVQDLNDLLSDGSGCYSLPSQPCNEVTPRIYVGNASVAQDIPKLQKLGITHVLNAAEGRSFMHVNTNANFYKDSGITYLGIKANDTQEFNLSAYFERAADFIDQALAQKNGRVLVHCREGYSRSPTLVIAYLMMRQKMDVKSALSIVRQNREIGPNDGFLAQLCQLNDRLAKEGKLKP
# Anthrax LF prot: inhibitors of Bacillus anthracis lethal factor protease; AID 588501; 360,000 compounds, 0.12% hits; multiplex microsphere protease cleavage assay, LF; inhibition, % at 10 µM; note: plate controls were buffer without enzyme for full effect and enzyme alone for no effect
# Target sequence (P15917 whole entry, looked up): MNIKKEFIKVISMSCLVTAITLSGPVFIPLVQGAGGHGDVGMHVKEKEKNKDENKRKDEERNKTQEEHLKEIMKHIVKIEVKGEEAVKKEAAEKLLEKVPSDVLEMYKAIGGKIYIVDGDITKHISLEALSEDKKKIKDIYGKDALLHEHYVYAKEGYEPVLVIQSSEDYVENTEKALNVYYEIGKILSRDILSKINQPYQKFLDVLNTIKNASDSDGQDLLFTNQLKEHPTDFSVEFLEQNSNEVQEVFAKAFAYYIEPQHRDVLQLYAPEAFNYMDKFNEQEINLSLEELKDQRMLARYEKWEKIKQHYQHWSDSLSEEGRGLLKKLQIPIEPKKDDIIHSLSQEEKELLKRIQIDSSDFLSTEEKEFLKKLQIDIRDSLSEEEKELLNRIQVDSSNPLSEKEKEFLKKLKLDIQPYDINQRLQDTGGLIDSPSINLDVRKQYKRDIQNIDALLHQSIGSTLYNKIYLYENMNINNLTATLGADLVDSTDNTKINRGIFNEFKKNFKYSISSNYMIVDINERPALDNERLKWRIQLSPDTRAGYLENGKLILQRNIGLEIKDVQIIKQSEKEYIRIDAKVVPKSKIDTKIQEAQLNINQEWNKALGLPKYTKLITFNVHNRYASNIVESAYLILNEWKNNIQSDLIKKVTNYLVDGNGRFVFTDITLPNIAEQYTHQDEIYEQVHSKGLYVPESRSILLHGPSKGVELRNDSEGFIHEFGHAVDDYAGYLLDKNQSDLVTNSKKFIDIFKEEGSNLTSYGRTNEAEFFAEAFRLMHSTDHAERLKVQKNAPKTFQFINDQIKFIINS
# SARS 3CLpro inh: SARS-CoV 3CLpro protease inhibition; P0C6X7; recombinant SARS-CoV 3CLpro, quenched FRET peptide cleavage; inhibition, % at 6 µM; 290,000 compounds, 0.14% hits; AID 1706; in the data active = inhibition above about 12%
# Vc quorum ag: inducers of Vibrio cholerae quorum light production without autoinducers; V. cholerae BH1578 lux reporter, luminescence, 6 h; activation, % at 18.7 µM; 350,000 compounds, 0.16% hits; AID 588436; in the data active = activation mostly above about 9.7%, no sharp cut-off; note: not every result past the cut was called active; inactives centre near 0; reference of the scale not given here
# PriA SSB inh: inhibitors of Klebsiella pneumoniae PriA binding to SSB C-terminal tail | AlphaScreen SSBct-PriA binding, biotinylated peptide | inhibition, % at 33 µM | 430,000 compounds, 0.6% hits; in the data active = inhibition mostly above about 37%, no sharp cut-off; inactive = mostly below about 20%;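 note: plate controls were negative control peptide for no effect and reference peptide for full effect; strong numbers were not always called active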
# * hit, by the source's call; i = inactive; nt = no result given. Cut-off read from the data, not from the text of the source, unless noted: active = inhibition above about 30%; inconclusive = no clear call, values can overlap the other calls; inactive = below that.
SMILES,TcdB inh,Yp Topo-I inh,CCHF vOTU inh,PfHsp40 yeast,BoNT A protease,DUSP3 inh,Anthrax LF prot,SARS 3CLpro inh,Vc quorum ag,PriA SSB inh
CCOC(=O)CC1(NC(=O)c2cc(COc3cncc(Cl)c3)on2)CCCCC1,1.0,41,2,0.1,-1.2,2,-1,4,-0.4,-26
COc1ccc(OC)c(C2C(C#N)=C(N)Oc3cc(C)n(Cc4ccccn4)c(=O)c32)c1 (configuration not stated),nt,-6,12,-1.2,0.0,-8,-4,2,nt,5
COC(=O)c1ccccc1OCCCOc1ccc(C=O)cc1OC,nt,0,14,-0.4,-0.7,15,-2,-5,0.5,-34
C[n+]1cnc(-c2ccccc2)cc1-c1ccccc1,nt,-2,0,0.6,1.2,8,0,6,-0.4,5
O=C(c1ccc(-c2ccccc2)cc1)N1CCN(c2nc3ccccc3o2)CC1,1.1,4,5,-0.1,0.9,7,3,1,0.0,-2
O=C(NCCc1cccs1)c1cccs1,0.5,1,-9,-0.3,-1.0,37,2,0,-0.4,1
O=C(Nc1cccc(C(F)(F)F)c1)c1cc(-c2ccco2)on1,1.2,-6,13,-1.8,-1.0,27,0,2,0.8,-11
COc1ccc(NC(=O)COC(=O)c2ccc(Cl)c(S(N)(=O)=O)c2)c([N+](=O)[O-])c1,0.6,-12,15,-0.2,-0.4,36,0,-1,i,18
CCCn1nc(C(=O)NCc2ccccn2)c2ccccc2c1=O,-0.1,6,5,-0.3,0.6,16,-1,3,-0.2,-9
Cc1nc2ccccc2n1CCc1ccccc1,0.0,5,6,0.8,0.7,-9,-4,2,-0.3,-3
CC(=O)c1ccc(NC(=O)C2CCCN(c3ncnc4c3nc3n4CCCCC3)C2)cc1 (configuration not stated),0.3,17,9,2.6,-0.6,-4,-2,-5,-0.3,-17
O=C1[C@@H]2Cc3c([nH]c4ccccc34)C(c3cccc([N+](=O)[O-])c3)N2C(=O)CN1C1CCN(Cc2ccccc2)CC1 (some centres not stated),0.1,4,8,0.8,1.7,7,-12,5,-0.6,nt
O=C(CSc1nc2ccccc2o1)Nc1ccc(N2CCOCC2)cc1,nt,1,-18,-0.3,-0.8,14,-6,3,-1.4,-14
COCc1ccc(CN2CCCC(CO)(Cc3ccccc3C)C2)o1 (configuration not stated),-1.3,12,-5,1.1,-0.6,15,6,1,-0.3,2
CCOC(=O)[C@]12CCC=C1N(Cc1ccco1)C(=O)[C@H](CC(=O)NCCCN1CCCC1=O)C2,-0.4,nt,-3,nt,0.1,nt,-2,nt,nt,nt
O=[N+]([O-])c1ccc(COc2cccc(CN3CCOCC3)c2)cc1,0.9,11,-8,0.0,-0.1,nt,-8,nt,i,0
COc1ccccc1C1CCN(Cc2cccc([N+](=O)[O-])c2)CC1,1.6,0,-1,0.1,0.0,18,-4,10,-0.4,-4
CN1CCN(C(=S)SCc2nc(N)nc(Nc3ccc(F)cc3)n2)CC1,0.4,-2,1,0.2,-0.3,6,-2,5,-2.3,-1
Cc1cccnc1N1C(=O)c2ccc(C(=O)O)cc2C1=O,1.8,6,-5,1.2,-3.2,-16,6,-1,i,-9
O=C1NC(=O)/C(=C/c2ccccn2)S1,-1.4,2,0,1.2,-0.9,13,-8,2,12,-5
CCN(CC)C(=O)CSc1nc2ccccc2c(=O)n1OC,nt,1,-14,-1.0,0.0,5,-5,4,-0.1,-5
COCCn1c(SCC(=O)Nc2ccc(F)cc2)nc2c(oc3ccccc32)c1=O,0.0,-3,9,-0.2,-0.1,-20,-1,4,-0.5,-13
COc1ccc(-c2nnc(NC(=O)CS(=O)(=O)c3ccc(Cl)cc3)o2)c(OC)c1,-1.0,-4,9,0.2,-1.1,2,-4,0,i,-7
COc1ccc2nc(SCC(=O)N3CC(=O)Nc4ccccc43)c(C#N)cc2c1,nt,-3,9,8.2,7.6,33,5,4,0.3,-9

# Record cards (already shown). Values in the order: TcdB inh | Yp Topo-I inh | CCHF vOTU inh | PfHsp40 yeast | BoNT A protease | DUSP3 inh | Anthrax LF prot | SARS 3CLpro inh | Vc quorum ag | PriA SSB inh
# `Cc1nc2ccccc2n1CCc1ccccc1` is listed as 0.0 | 5 | 6 | 0.8 | 0.7 | -9 | -4 | 2 | -0.3 | -3
# `O=C(CSc1nc2ccccc2o1)Nc1ccc(N2CCOCC2)cc1` is listed as nt | 1 | -18 | -0.3 | -0.8 | 14 | -6 | 3 | -1.4 | -14
# `COc1ccc2nc(SCC(=O)N3CC(=O)Nc4ccccc43)c(C#N)cc2c1` is listed as nt | -3 | 9 | 8.2 | 7.6 | 33 | 5 | 4 | 0.3 | -9
# `C[n+]1cnc(-c2ccccc2)cc1-c1ccccc1` is listed as nt | -2 | 0 | 0.6 | 1.2 | 8 | 0 | 6 | -0.4 | 5

# Other results.
SMILES,TcdB inh,Yp Topo-I inh,CCHF vOTU inh,PfHsp40 yeast,BoNT A protease,DUSP3 inh,Anthrax LF prot,SARS 3CLpro inh,Vc quorum ag,PriA SSB inh
CCOc1ccc(NC(=O)CSc2nc(=O)n(CCN3CCOCC3)c3c2CCCC3)cc1,0.9,-9,3,0.1,2.4,nt,0,nt,-1.2,-1
CC1=NN(c2ccccc2)C(=O)/C1=C\c1ccc(Br)s1,0.8,-14,18,0.8,-0.8,4,-2,3,-0.3,11
Cc1cc(-c2ccccc2)nc2[n+]1CCN2C,nt,-3,-24,-0.3,1.4,-8,-16,2,-3.7,-5
Cc1ccc(S(=O)(=O)CCC(=O)OCn2nnc3ccccc3c2=O)cc1,1.0,7,5,0.2,0.2,26,-5,-2,0.1,6
O=C(CN1CCN(c2ccccc2O)CC1)NC(=O)NCc1ccco1,-2.7,2,-7,0.8,-1.0,17,1,-1,-0.3,-4
CCOC(=O)c1c(NC(=O)CN2C(=O)NC3(CCCCCC3)C2=O)sc(C)c1-c1ccc(C)cc1,-1.3,15,0,-1.0,-0.5,-7,-1,-2,-0.3,-6
CC1(Oc2cccc(F)c2)CCN(Cc2ccc(-c3ccccc3)o2)C1 (configuration not stated),1.1,41,-13,nt,-0.2,nt,-5,nt,-0.1,nt
COc1cc2c(cc1OC)CN(c1ccc([N+](=O)[O-])c(C(F)(F)F)c1)CC2,1.0,-4,1,0.4,0.3,-8,1,1,-0.2,33
CCOc1[nH]n(-c2ccccc2)c(=O)c1C=Nc1ccc(C(=O)OC)cc1,-0.9,-8,-1,0.2,-0.7,-11,1,-1,i,2
Cc1c(O)ccc2cc(S(=O)(=O)c3ccccc3)c(=O)oc12,-1.7,2,-361,0.1,0.1,17,-4,2,i,-12
Cc1ccc([N+](=O)[O-])cc1,-0.7,-4,-1,-0.3,-0.5,nt,0,nt,-0.4,10
CCn1c(-c2ccccc2Cl)nn(CC(=O)Nc2cc(Cl)ccc2Cl)c1=S,nt,-6,1,-0.7,0.0,24,-6,0,5.6,3

# Reprinted from the part before: 4 compounds, followed by the next part.
SMILES,TcdB inh,Yp Topo-I inh,CCHF vOTU inh,PfHsp40 yeast,BoNT A protease,DUSP3 inh,Anthrax LF prot,SARS 3CLpro inh,Vc quorum ag,PriA SSB inh
CCOc1[nH]n(-c2ccccc2)c(=O)c1C=Nc1ccc(C(=O)OC)cc1,-0.9,-8,-1,0.2,-0.7,-11,1,-1,i,2
Cc1c(O)ccc2cc(S(=O)(=O)c3ccccc3)c(=O)oc12,-1.7,2,-361,0.1,0.1,17,-4,2,i,-12
Cc1ccc([N+](=O)[O-])cc1,-0.7,-4,-1,-0.3,-0.5,nt,0,nt,-0.4,10
CCn1c(-c2ccccc2Cl)nn(CC(=O)Nc2cc(Cl)ccc2Cl)c1=S,nt,-6,1,-0.7,0.0,24,-6,0,5.6,3
CC1CC(C)CN(C(=O)C2CCN(S(=O)(=O)N3CCC4(CC3)OCCO4)CC2)C1 (configuration not stated),0.2,6,7,1.5,-1.0,2,-6,0,-3.4,0
COc1ccccc1NC(=O)COC(=O)c1oc2ccccc2c1C,2.5,7,1,1.8,-0.9,6,-6,3,26*,-5
O=C(CNC(=O)COc1ccccc1)NCCN1CCOCC1,-0.1,-1,-12,0.3,-1.0,nt,8,nt,i,-3
COc1ccc(S(=O)(=O)Nc2ccccc2C(=O)N2CCCCC2)cc1C,-1.9,1,1,-0.5,0.2,0,4,5,i,5
CCC(C(=O)Nc1cccc(C(F)(F)F)c1)c1ccccc1 (configuration not stated),nt,0,4,1.3,-0.1,14,-4,13*,nt,-72
CCCc1cc(=O)[nH]c(SCC(=O)Nc2ccc3ccccc3c2)n1,1.1,5,17,-0.5,0.7,nt,-2,nt,1.5,-4
CCOC(=O)c1cc(NC(=O)c2ccc(C)cc2)c(=O)oc1-c1ccccc1,nt,6,-6,-0.2,-0.1,19,-16,-1,nt,-19
CN(CC(=O)Nc1ccc(Cl)c(C(F)(F)F)c1)C(=O)CNC(=O)C1CCCCC1,-1.4,3,20,0.8,-0.1,nt,-4,nt,-2.1,-5
CC1(CO)COC(c2ccccc2)=N1 (configuration not stated),-0.2,7,-4,-0.4,0.5,5,-5,-1,-0.4,-12
CCN(C(=O)c1cc2c(=O)n3ccccc3nc2s1)C1CCCCC1,0.8,28,-59,-0.7,2.5,8,4,-2,-0.3,-10
CC1CN(C(=O)CSc2nnc3c(Cl)cc(Cl)cn23)CC(C)O1 (configuration not stated),nt,0,1,-0.4,-0.3,-10,0,-4,18,-7
Cc1cc(C(=O)CSc2nn3c(=O)c(C(C)(C)C)nnc3s2)c(C)n1-c1ccc(F)cc1,nt,17,-4,0.0,-0.6,33,-1,5,1.8,1
CCCS(=O)(=O)NC(=O)C1(C)CCN(C(=O)c2cccs2)C1 (configuration not stated),-0.8,4,4,nt,0.3,nt,-5,nt,-0.8,nt
CC(=O)N1N=C(c2ccncc2)OC1(Cc1ccccc1)Cc1ccccc1,4.7,27,-33,-0.5,-0.3,21,-2,-5,-0.4,-8
Cc1ccc(NC(=O)c2ccc(Cn3cc([N+](=O)[O-])cn3)cc2)c(C)c1,0.6,1,-11,1.1,-1.3,5,0,4,-0.6,-7
COc1ccc(N2CCN(S(=O)(=O)c3c(C)noc3/C=C/N(C)C)CC2)cc1,1.5,11,15,-0.1,1.1,-6,-1,-5,i,-4
CCOC(=O)c1csc(NC(=O)c2cc(-c3ccccn3)nc3ccccc23)n1,1.6,-2,8,1.4,-0.5,nt,4,nt,0.7,1
C(=N\Nc1ncnc2nc[nH]c12)/c1cccs1,0.7,1,12,-1.3,-2.4,19,-2,2,0.4,nt
COc1ccc(C2N(c3ccccc3)CCN2c2ccccc2)cc1O,1.1,7,3,1.2,-2.7,3,1,3,-0.2,0
COc1ccc(C2C(C#N)=C(N)N(c3ccccc3)C3=C2C(=O)CCC3)cc1Cn1cc([N+](=O)[O-])cn1 (configuration not stated),nt,-9,15,-0.1,0.9,24,-1,2,5.0,8
Cc1nn(CC(=O)N2CCC(C)CC2)c(=O)c2cccn12,1.4,7,14,-1.8,1.5,18,2,-4,i,-17
C=CCN1C(=O)CSc2ccc(C(=O)NCc3ccco3)cc21,nt,3,6,0.0,0.0,0,0,-2,-0.4,4
O=[N+]([O-])c1cc(S(=O)(=O)N2CCCC2)ccc1OCc1ccccc1,1.1,19,14,2.5,-2.4,-3,-2,-1,i,15
COc1ccc(Nc2nc(N3CCOCC3)nc(N3CCOCC3)n2)c(OC)c1,0.1,3,-9,-0.2,1.6,38,1,-3,-3.8,-5
O=c1oc2ccccc2nc1/C=C(\O)c1ccc(Br)cc1,nt,4,nt,1.1,-0.3,13,-1,11,-4.2,8

# A portion of the library; rates above refer to the full screens.
